High-throughput results as filed in PubChem.
IL1B NFkB inh: inhibitors of IL-1B driven NFkB p65 nuclear import, primary screen, imaging, HUVEC, IL-1B stimulus, high-content imaging | HUVEC IL-1B NFkB p65 nuclear translocation imaging | inhibition, % at 2 µM | 0.43% of 94,000 active | AID 796, 2007;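 active = inhibition above about 30% together with a positive call from visual inspection of the well image, limit read from the data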;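 note: nuclear over cytoplasmic p65 intensity ratio measured by imaging; 0% = IL-1B stimulated DMSO wells and 100% = unstimulated DMSO wells; values of inactives mirror those of a sister screen read the other way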
Bcl-B TR3 displacers: displacers of TR3 peptide from Bcl-B, primary screen, selectivity assay for Bfl-1 inhibitor project, biochemical, fluorescence polarization; Bcl-2-like protein 10 (Homo sapiens); FP displacement of FITC-TR3 peptide from Bcl-B; higher % means a stronger effect; displacement, % at 20 µM; hits with a dose series show IC50 in µM; 0.11% of 96,000 active;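 active = displacement above 50% at 20 µM plus a fluorescence interference ratio under 1.5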;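 note: plate controls were wells without compound for no effect and wells lacking Bcl-B protein for full effect; a part of the inactive calls stands beside numbers as strong as those of hits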
PLAP inhibition: PLAP enzyme inhibitors, biochemical, luminescence, HTS (AID 690). purified PLAP, luminescent substrate; higher % means a stronger effect. Alkaline phosphatase, placental type (Homo sapiens). inhibition, % at 20 µM, or IC50 in µM where a hit was titrated. 0.08% of 96,000 active; in the data active = a potency from the dose series; inactive = the rest, 99 in 100 with inhibition below about 30%; note: strong numbers were not always called active
IL1B NFkB pot: enhancers of NFkB p65 translocation in HUVEC – imaging, IL-1B stimulus, high-content imaging, primary screen; HUVEC IL-1B NFkB p65 nuclear translocation imaging; activation, % at 2 µM; 0.3% of 94,000 active; AID 819, 2007;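 active = activation above 40%, about the mean plus 3 SD, also judged a hit on visual image review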;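 note: percent activation is computed from the nuclear over cytoplasmic p65 intensity ratio; values of inactives mirror those of a sister screen read the other way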
MRP resist rev: reversal of MRP1-mediated doxorubicin resistance, primary screen, H69AR cells, doxorubicin co-treatment | H69AR cells + 2 uM doxorubicin, CellTiter-Glo, 72 h | differential viability (reversal), % at 10 µM | 0.04% of 85,000 active | AID 602, 2007;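 active = viability drop by adding the cancer drug above about 55%, with treated viability meeting a 40% cutoff, limit read from the data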;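 note: viability without doxorubicin minus viability with 2 µM doxorubicin for each compound; larger differential means the compound sensitizes cells more to doxorubicin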
MRP resist rev cytotoxicity: further read-out of MRP resist rev, marked with its call; viability, %; H69AR cells, CellTiter-Glo, 72 h; measured here: cytotoxicity without doxorubicin
MRP resist rev with doxorubicin: further read-out of MRP resist rev, marked with its call; viability, %; measured here: viability with 2 uM doxorubicin; active compounds read low
IL1B NFkB inh cell count 2 µM: recorded beside IL1B NFkB inh, whose call it bears; cell count; measured here: cells passing quality filter;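 raw number of nuclei counted in each imaged well without normalization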
IL1B NFkB pot cell count 2 µM: recorded beside IL1B NFkB pot, whose call it bears; cell count; measured here: cells passing quality filter
* hit, by the source's call; · = no result given. Only part of the results is shown (hit frequency here may not be typical).

SMILES	IL1B NFkB inh	IL1B NFkB inh cell count 2 µM	Bcl-B TR3 displacers	PLAP inhibition	IL1B NFkB pot	IL1B NFkB pot cell count 2 µM	MRP resist rev	MRP resist rev cytotoxicity	MRP resist rev with doxorubicin
COC(=O)CC1SC(=O)NC1=Nc1ccc(O)cc1 (stereo not drawn)	-3	166	-8%	20%	3	166	-3	98	101
COC(=O)c1nc2cc3c(cc2c(C)c1C(=O)OC)OCO3	-9	116	-2%	4%	9	116	·	·	·
Cn1c(N)c(C(=O)COC(=O)c2ccc3c(c2)OCCO3)c(=O)n(C)c1=O	-15	154	5%	-2%	15	154	-1	80	81
CCCCN1C(=O)CC(C(=O)O)C1c1ccc(OC)cc1 (stereo not drawn)	1	176	-2%	-29%	-1	176	·	·	·
N#CC1(c2ccccc2)CCCN1C(=O)c1ccco1 (stereo not drawn)	4	78	4%	6%	-4	78	0	97	97
C/C(=C(\C#N)C(=O)NCc1ccccc1)N(C)C	-6	170	6%	-12%	6	170	12	94	82
CC(=O)c1cccc(N(C(=O)Cn2nnc3ccccc32)C(C(=O)NC2CCCCC2)c2cn(C)nc2C)c1 (stereo not drawn)	-2	176	-15%	-56%	5	61	13	95	82
N=C1C(c2nc3ccccc3[nH]2)=C(O)CN1c1ccccc1	-2	162	-11%	-15%	2	162	-34	32	66
COc1ccccc1-n1c(C)nnc1SCC(=O)Nc1cccc(C(C)=O)c1	96*	21*	0%	6%	-97	21	17	88	71
O=C(N1CCOCC1)N1CCN(S(=O)(=O)c2ccccc2)C1	-20	163	9%	1%	20	163	10	95	85
CC(=O)N1N=C(c2cccc([N+](=O)[O-])c2)OC1c1ccccc1Cl (stereo not drawn)	3	126	2%	10%	-3	126	·	·	·
O=C(NCc1cccc(Cl)c1)c1cnccn1	-5	111	67%	-35%	5	111	3	101	97
Cc1cccc(-n2c(N)cc(=O)nc2SCC(=O)Nc2nnc(C)s2)c1	-4	132	-5%	-1%	4	132	1	108	107
O=C1CC(c2ccccc2)CN1Cc1ccccc1 (stereo not drawn)	-15	177	0%	3%	15	177	-13	51	63
COC(=O)c1cc(C)sc1NC(=O)C1CC=CCC1C(=O)O (stereo not drawn)	-5	147	11%	-32%	5	147	10	98	88
O=C(NC1CC1)c1cc(=O)c2ccccc2o1	6	163	1%	25%	-6	163	14	117	103
CC(NC(=O)Cc1cccs1)C(c1cccs1)N1CCN(c2ccccc2)CC1 (stereo not drawn)	-13	101	·	·	13	101	-7	63	71
Cc1c(NC(=O)c2ccc3c(c2)C(=O)N(CC2CCCO2)C3=O)cccc1C(=O)O (stereo not drawn)	-6	167	-3%	1%	6	167	·	·	·
O=S(=O)(c1cccs1)n1cccn1	-3	91	-7%	9%	3	91	-10	88	98
Cc1c(Cl)cccc1NC(=O)CCN1CCCCCC1	0	152	2%	-18%	0	152	9	79	71

Structures shown so far with an aryl methoxy group, in the order listed:
SMILES	IL1B NFkB inh	IL1B NFkB inh cell count 2 µM	Bcl-B TR3 displacers	PLAP inhibition	IL1B NFkB pot	IL1B NFkB pot cell count 2 µM	MRP resist rev	MRP resist rev cytotoxicity	MRP resist rev with doxorubicin
CCCCN1C(=O)CC(C(=O)O)C1c1ccc(OC)cc1 (stereo not drawn)	1	176	-2%	-29%	-1	176	·	·	·
COc1ccccc1-n1c(C)nnc1SCC(=O)Nc1cccc(C(C)=O)c1	96*	21*	0%	6%	-97	21	17	88	71

Just IL1B NFkB pot, for some of the entries so far:
compound | IL1B NFkB pot
O=C1CC(c2ccccc2)CN1Cc1ccccc1 (stereo not drawn) | 15
COC(=O)c1cc(C)sc1NC(=O)C1CC=CCC1C(=O)O (stereo not drawn) | 5
O=C(NC1CC1)c1cc(=O)c2ccccc2o1 | -6
CC(NC(=O)Cc1cccs1)C(c1cccs1)N1CCN(c2ccccc2)CC1 (stereo not drawn) | 13
Cc1c(NC(=O)c2ccc3c(c2)C(=O)N(CC2CCCO2)C3=O)cccc1C(=O)O (stereo not drawn) | 6
O=S(=O)(c1cccs1)n1cccn1 | 3

Carrying on.
SMILES	IL1B NFkB inh	IL1B NFkB inh cell count 2 µM	Bcl-B TR3 displacers	PLAP inhibition	IL1B NFkB pot	IL1B NFkB pot cell count 2 µM	MRP resist rev	MRP resist rev cytotoxicity	MRP resist rev with doxorubicin
Cc1ccc2cc(COC(=O)C3CCCO3)c(=O)[nH]c2c1 (stereo not drawn)	-7	122	-12%	6%	7	122	·	·	·
CC1CCCC(C)N1CCNC(=O)CCn1nc(-c2ccccc2)ccc1=O (stereo not drawn)	-2	113	3%	-33%	1	113	-6	88	93
O=C(Nc1cccc(Cl)c1)c1cnn2cccnc12	-15	104	-5%	6%	15	104	8	86	79
O=C1c2ccccc2C(=O)N1c1ccc(Cl)cc1	-8	76	0%	15%	8	76	-2	87	89
COC(=O)C(NC(=O)c1ccccc1)(Nc1cc(C)cc(C)n1)C(F)(F)F (stereo not drawn)	-7	107	·	·	7	107	3	100	97
Cc1ccc(N2CC(C(=O)N3CCN(C(=O)c4ccco4)CC3)CC2=O)cc1 (stereo not drawn)	12	161	-4%	-30%	-12	161	27	96	70
CCNc1c2c(nc3ccccc13)CC(C)(C)CC2=O	97*	26*	·	·	-97	26	4	77	73
O=C(Cn1c(=O)sc2ccccc21)NCCOc1ccccc1F	11	86	·	·	-11	86	·	·	·
CC(Sc1ccccc1)C(=O)Nc1ccc(N2CCOCC2)cc1 (stereo not drawn)	-12	177	-9%	11%	12	177	·	·	·
CCn1c2ccccc2c2nnc(SCc3cc(=O)n4ccsc4n3)nc21	·	·	0%	-50%	·	·	-1	77	78
Oc1ccc(/C=N/NC(=S)NCc2ccco2)cc1	2	178	14%	-22%	-2	178	·	·	·
Cn1c(NC(=O)c2ccc(Cl)cc2Cl)cc(=O)n(C)c1=O	12	167	-19%	-26%	-12	167	-10	77	87
COc1ccc(C)cc1NC(=O)CSc1nnc(-c2ccc(C)cc2)o1	-26	209	-3%	0%	26	209	-23	68	91
CCN(CC)c1ccc(N2C(=O)c3ccccc3C2=O)cc1	·	·	0%	6%	·	·	4	93	89
COC(=O)c1cccc(N(C(=O)c2cnccn2)C(C(=O)NCc2ccccc2)c2ccco2)c1 (stereo not drawn)	-11	141	7%	-61%	11	141	·	·	·
Nc1ccc(O)c(-c2nc3ccccc3s2)c1	-15	115	37%	2%	15	115	7	97	90
CCOC(=O)N1CCN(c2nc(-c3ccc(OC)cc3)no2)CC1	-12	106	2%	-10%	12	106	9	86	77
Cc1ccc(S(=O)(=O)CCC(=O)OCC(=O)Nc2ncc(Cl)cc2Cl)cc1	0	101	24%	-40%	0	101	-1	98	99
Cc1cc(C)c(C)c(S(=O)(=O)N2C(=S)NC(=O)C2C(C)C)c1C (stereo not drawn)	-22	136	-10%	-6%	22	136	·	·	·
O=c1[nH]c2ccc(S(=O)(=O)N3CCN(Cc4ccccc4)CC3)cc2[nH]c1=O	2	109	-6%	-12%	-2	109	0	94	95

Filtered by structure, those above containing a cyano group (2)
SMILES	IL1B NFkB inh	IL1B NFkB inh cell count 2 µM	Bcl-B TR3 displacers	PLAP inhibition	IL1B NFkB pot	IL1B NFkB pot cell count 2 µM	MRP resist rev	MRP resist rev cytotoxicity	MRP resist rev with doxorubicin
N#CC1(c2ccccc2)CCCN1C(=O)c1ccco1 (stereo not drawn)	4	78	4%	6%	-4	78	0	97	97
C/C(=C(\C#N)C(=O)NCc1ccccc1)N(C)C	-6	170	6%	-12%	6	170	12	94	82

(further entries)
SMILES	IL1B NFkB inh	IL1B NFkB inh cell count 2 µM	Bcl-B TR3 displacers	PLAP inhibition	IL1B NFkB pot	IL1B NFkB pot cell count 2 µM	MRP resist rev	MRP resist rev cytotoxicity	MRP resist rev with doxorubicin
Cc1cccc(N2C(=O)CC(N3CCN(Cc4ccc5c(c4)OCO5)CC3)C2=O)c1 (stereo not drawn)	1	187	-1%	-58%	-1	187	2	93	91
CCn1c(CNc2ccc(OC)cc2)nnc1SCC(=O)Nc1ccc(F)cc1	-18	113	·	·	18	113	-3	87	89
CNc1c([N+](=O)[O-])cnn1-c1ccc(Cl)cc1	-9	151	-8%	-21%	9	151	·	·	·
CCOC(=O)c1nn(-c2ccccc2)c(C(=O)OCC)c1N	-4	184	-7%	3%	4	184	8	86	78
O=C(c1ccc(Cl)cc1)N1CCN(c2cc(=O)[nH]nc2-c2ccccc2)CC1	-11	124	2%	-16%	11	124	·	·	·
O=C(O)c1cc(S(=O)(=O)Nc2ccc3c(c2)OCCO3)c(Cl)cc1Cl	·	·	1%	-13%	·	·	0	94	93
COC(=O)Nc1ccc(S(=O)(=O)N2CCN(c3ccc(F)cc3)CC2)cc1	-3	150	2%	6%	3	150	-1	81	82
Cc1ccc(-n2cnc3cc(NCc4cccs4)ccc32)cc1	-11	83	-18%	·	11	83	16	81	65
COc1ccc(C(=O)CSc2nnc(CNc3nc(-c4ccccc4)cs3)n2C)cc1	-2	91	-14%	-39%	2	91	11	95	84
Cc1ccc2nc3n(c(=O)c2c1)CCC3	·	·	-12%	14%	·	·	-10	85	96
O=C(c1ccc(C#Cc2ccccc2)o1)N1CCN(c2ccccn2)CC1	-3	119	-6%	-7%	3	119	-16	79	95
O=C(OCCOc1ccccc1Cl)c1ccc(-n2cnnn2)cc1	-4	176	5%	1%	4	176	19	97	78
Cc1ccc(CNS(=O)(=O)NCc2ccccc2)cc1	-22	181	19%	11%	22	181	5	105	99
Cc1cc(NC(=O)Cc2cccs2)no1	-20	167	0%	-16%	20	167	-16	74	90
O=C(C1CCN(S(=O)(=O)c2ccccc2)CC1)N(CCc1ccccc1)Cc1ccco1	15	147	-6%	-65%	-15	147	6	75	68
